# High-throughput results from PubChem BioAssay.
# AmpC inh detg – blocks E. coli AmpC beta-lactamase in detergent assay. AmpC hydrolysis of nitrocefin, absorbance 480 nm, 0.01% Triton. AID 485294. Potency, µM (top dose mostly 114 µM), without a hit: at the top dose activity change, negative = inhibition, most hits filed as inhibitors. P00811. 370,000 tested, 0.041% active;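 further: potency means the concentration at half of the fitted maximal effect; 0% = no-compound wells and -100% = no-enzyme wells; nearly all actives have a fitted effect of over 25% in size; some results filed as inactive show a strong effect at the top dose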
# Target sequence (P00811 whole entry, looked up): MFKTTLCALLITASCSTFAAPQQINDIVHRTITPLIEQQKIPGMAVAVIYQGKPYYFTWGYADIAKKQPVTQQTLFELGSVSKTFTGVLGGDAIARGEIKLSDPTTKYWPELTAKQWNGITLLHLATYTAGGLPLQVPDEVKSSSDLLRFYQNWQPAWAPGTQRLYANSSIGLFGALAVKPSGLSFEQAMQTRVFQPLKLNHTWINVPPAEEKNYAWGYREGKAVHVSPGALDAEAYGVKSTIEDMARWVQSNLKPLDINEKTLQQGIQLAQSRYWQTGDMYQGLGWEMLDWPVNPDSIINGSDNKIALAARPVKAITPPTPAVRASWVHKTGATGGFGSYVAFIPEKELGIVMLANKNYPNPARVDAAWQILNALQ
#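 20 mM phosphate pH 7.0 + 0.01% (detergent screen) or 0.0001% Triton X-100; 5.3 nM AmpC reagent; cpd preinc 15 min RT; nitrocefin (800 uM stock) to start; A480 q20 s × 4 min; Activity was normalised to no-enzyme and no-compound control wells.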
# HCMV antiviral – blocks human cytomegalovirus replication; HFF cells, HCMV-luciferase reporter, 72 h; hits give low values; activity change, negative = inhibition, % at 57.5 µM; 410,000 tested, 4.5% active; in the data active means activity change below about -60%; inconclusive means no clear call, values can overlap the other calls; inactive means above about -39%
#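 After 16 h attachment at 37C, HFF cells received test compound and HCMV-luciferase (1 PFU/cell); reporter luminescence read 72 h later, data normalized against buffer-only and known inhibitor Salinomycin.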
# HCV inhibitor – inhibitors of hepatitis C virus infection; AID 651820; Huh7.5.1 HCVcc-Cre infection, luciferase reporter, 44 h; 340,000 tested, 3.4% active; Potency, µM (doses to about 41.8 µM), inactives show at the top dose activity change, negative = inhibition, most hits filed as inhibitors; further: potency means the concentration at half of the fitted maximal effect
#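 Compounds are dispensed onto cells plated 4 h earlier at 1,000 per well, with HCVcc-Cre virus (about 0.5 moi) added next. Following 44 h of culture, luminescent signal is measured for 15 sec after 15 min with substrate at room temperature.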
# FBPA Giardia inh – Giardia lamblia aldolase inhibition | A8B2U2 | purified Giardia FBPA | Potency, µM (series often up to 59.6 µM), for the others: at the highest dose activity, negative = inhibition, most hits filed as inhibitors | 290,000 tested, 0.71% active | AID 2451; further: potency means the concentration at half of the fitted maximal effect; nearly all actives have a fitted effect of over 55% in size
# Target sequence (A8B2U2 whole entry, looked up): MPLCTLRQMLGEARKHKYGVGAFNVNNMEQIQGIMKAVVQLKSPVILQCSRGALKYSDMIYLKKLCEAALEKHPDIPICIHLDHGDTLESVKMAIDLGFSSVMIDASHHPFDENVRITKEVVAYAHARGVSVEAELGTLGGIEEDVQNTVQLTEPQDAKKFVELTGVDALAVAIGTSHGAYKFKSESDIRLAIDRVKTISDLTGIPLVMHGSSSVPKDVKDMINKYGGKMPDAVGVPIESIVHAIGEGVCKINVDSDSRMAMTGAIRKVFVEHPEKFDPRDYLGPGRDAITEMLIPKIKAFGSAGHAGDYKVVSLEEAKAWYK
#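 Giardia FBPA (40 nM reagent) was preincubated 10 min at RT with compound (up to 57.5 uM final), then substrate plus GAPDH/TPI/NAD/arsenate coupling system with diaphorase/resazurin was added; resorufin fluorescence (525/598 nm) was read after 20 min.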
# AMA1-RON2 inh – inhibitors of Plasmodium falciparum AMA1-RON2 interaction; Potency, µM (top dose mostly 58.2 µM), without a hit: top-dose activity change, negative = inhibition, hits mostly inhibitors; AlphaScreen AMA1-biotinylated RON2 peptide binding; 360,000 tested, 0.2% active;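 further: potency means the concentration at half of the fitted maximal effect; 0% = vehicle wells and -100% = peptide control; nearly all actives have a fitted effect of over 45% in size; some results filed as inactive show a strong effect at the top dose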
#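 AMA1 (3D7) with his tag at 25 nM final met compounds first, then biotinylated RON2 peptide at 25 nM; detection used donor plus acceptor beads, 10 µg/mL apiece, read by AlphaScreen after 30 min at room temperature.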
# Sm TGR inh – blocks Schistosoma mansoni thioredoxin glutathione reductase; AID 485364; 360,000 tested, 3% active; purified TGR, DTNB reduction, TNB absorbance 405 nm; Q962Y6; Potency, µM (doses to about 114 µM), for the others: top-dose activity change, negative = inhibition, most hits filed as inhibitors; further: potency means the concentration at half of the fitted maximal effect; nearly all actives have a fitted effect of over 60% in size
#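 First, TGR (20 nM dispensed) and NADPH were mixed with compound. Second, a 15 min room-temperature incubation followed. Third, further NADPH and then DTNB were added to start the reaction. Finally, TNB absorbance was monitored kinetically.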
# Numbers without * were called inactive; ? = inconclusive; . = not tested or not shown; & = joins results of further samples; [ ] = remark or other dose. Unless noted, the call rests on the fitted dose curve; in most records, active means well fitted curve in the direction sought with a large enough effect; inconclusive means small, poorly fitted or top-dose-only effect, or another doubt; inactive means no such curve, though single readings can be large; an effect the other way counts as inactive or inconclusive. Unless noted, on the % scale 0 is the no-effect control and ±100 the full control effect. Compounds were not picked by outcome. Share with any hit: about 9.3%.
SMILES,AmpC inh detg,HCMV antiviral,HCV inhibitor,FBPA Giardia inh,AMA1-RON2 inh,Sm TGR inh
O=C(Oc1ccccc1N1C(=O)C2CCCCC2C1=O)c1ccccc1F (stereo not given),-9%,108,7%,3%,28%,0%
c1ccc2[nH]c(NC3=NCCC3)nc2c1,?,-34,12%,0%,0%,8%
Cc1ccc2nc(C)c(C(=O)N/N=C/c3ccco3)cc2c1,-5%,-16,3%,-2%,21%,4%
Cc1cc(C)c(S(=O)(=O)N2CCC(n3c(C(F)(F)F)nc4cccnc43)CC2)c(C)c1,-1%,2,.,.,.,7%
O=[N+]([O-])c1cccc(C(=Nc2ccccc2)NO)c1,-1%,-24,6%,1%,-12%,15%
COc1ccc(N2CCN(C(=O)COC(=O)c3oc4ccccc4c3C)CC2)cc1,4%,0,?,.,-19%,2%
CN(C)c1ccc(/C=C/C(=O)c2ccccc2O)cc1,6%,19,-26%,4%,14µM*,-3%
O=C(NCCCc1ccccc1)C(=O)NCC1OCCN1S(=O)(=O)c1cc(F)ccc1F (stereo not given),.,5,21%,.,-5%,.
CCN(CC)CCCNC(=O)c1csc(Nc2cccc3ccccc23)n1,-5%,8,-25%,4%,-6%,-1%
COc1ccc(N2CCN(C(=O)C(CC(C)C)NS(=O)(=O)c3ccc4nc(C)sc4c3)CC2)cc1 (stereo not given),-9%,-13,.,.,.,2%
COc1cc(OC)cc(C(=O)Nc2ccccc2C(=O)NC2CC2)c1,1%,-3,?,.,-2%[11.6 µM],0%
Cc1ccccc1NC(=O)Cn1nc(-c2ccc(Cl)s2)ccc1=O,-7%,29,3%,8%,2%,-18%
Cc1ccc(N2C(=O)CC(N3CCN/C3=C3\CC/C(=C\c4ccccc4)C3=O)C2=O)cc1 (stereo not given),-11%,-13,12%,-3%,10%,-1%
N#C/C(=C(/O)COC(=O)COc1cccc(Br)c1)c1nc2ccccc2[nH]1,-15%,-78*,1%,-19%,100%[activator],0%
CCOC(=O)CC(=O)CSc1nnc(Cn2c(=O)sc3ccccc32)n1C,3%,27,-3%,2%,-1%,0%
COc1cc(/C=N/NC(=O)c2nnn(-c3nonc3N)c2-c2cccs2)ccc1O,0%,0,3%,.,20%,-6%
CC(=O)Nc1ccc(Cc2ccc3[nH]c(=O)cc(C)c3c2)cc1,?,.,.,2%,.,-12%
CC1CCN(CCCNC(=O)c2cn(C)c3ccc(S(=O)(=O)N4CCCC4)cc3c2=O)CC1,-21%,-108*,9%&13%,-3%,1%,5%
CCCn1cc(CN2CCCC(C(=O)c3ccc4c(c3)OCO4)C2)c(C)n1 (stereo not given),?,0,-10%,-5%,10%,-2%
Cn1c(N)c(C(=O)CSc2nc(C3CC3)n(-c3ccccc3)n2)c(=O)n(C)c1=O,4%,-12,9%,.,10%,-3%
CCOC(=O)c1cnn2c1[nH]c(=O)c1ccccc12,-11%,-30,10%,-12%,-8%,-31%
CCn1c(OC)nc2c1c(=O)n(C)c(=O)n2C,-6%,?,22%,12%,-3%,9%
Cc1cc2c(cc1S(=O)(=O)CCC(=O)NC1CCC(C)CC1)OCC(=O)N2 (stereo not given),-4%&2%,7&0,6%,4%,27%,4%&-1%
Cc1ccc(NC(=O)CSc2nnc(CNC(=O)c3ccco3)n2C)c(C)c1,11%,-17,11%,.,4%,?
CCCc1nn(C)c(C(=O)Nc2ccc(Cl)cc2)c1Cl,-9%,-25,19%,4%,-4%,-9%
CCCn1nc(Oc2nc(NCC)nc(NC(C)C)n2)ccc1=O,-8%,328,0%,.,16%,10%
CCc1ccc([C@H]2C(C(=O)O)=C[C@@H](C(C)(C)C)N2S(=O)(=O)c2ccc(C)cc2)cc1,.,8,25%[8.37 µM],.,0%,.
CC12CCC(=O)N1C(C(=O)NCc1ccccc1F)CS2 (stereo not given),-1%,-7,12%,.,-2%,-2%
COc1ccc(NC(=O)c2cccnc2SC)cc1OC,-7%,16,5%,1%,19%,-2%
C/C(=N\NC(=O)C(c1ccncc1)N1CCOCC1)c1ccc(Br)cc1 (stereo not given),-3%,-35,7%,0%,37%[activator],13%
CCC(=O)N1CCc2cc(Br)cc(S(=O)(=O)CCC(=O)N(CC)Cc3ccccc3)c21,12%,-13,.,.,.,-6%
O=C(CCc1ccccc1)Nc1ccc2c(c1)C(=O)OC2,3%,.,-13%,7%,18%,6%
Nc1ncn([C@H]2C[C@H](O)[C@@H](CO)O2)c(=O)n1,?,5,2%,.,21%,-1%
C#CCOC(=O)CCCC(=O)NCCCCCCCC,5%,-5,-3%,4%,26%,-1%
COC(=O)Cn1c(=O)n(CCc2ccccc2)c(=O)c2c3c(sc21)CCCC3,?,97,-4%,-6%,-1%,7%
Cc1nc(N)[nH]c(=O)c1CCC(=O)OCC(C)C,-1%,-4,1%,21%,-5%,0%
O=C(c1cccs1)N1CCOCC1,?,6,-3%,11%,-1%,-2%
CCc1nnc(NC(=O)CCC(=O)N2CCC(Cc3ccccc3)CC2)s1,1%,-12,2%,.,9%,0%
COc1ccc(C2C=C(c3ccc(Br)cc3)Nc3nc(N4C(=O)CCC4=O)nn32)cc1 (stereo not given),-7%,-23,11%,-4%,17%,?
O=C(NCc1cccc(Cl)c1)c1cnccn1,?,4,9%,22%,18%,0%
C=CCn1c(O)c(CN2CCCCC2)c(C)c(C#N)c1=O,6%,-32,-2%,?,-15%,13µM*
COCCn1nnnc1C(c1ccc(C)cc1)N1CCN(Cc2ccc3c(c2)OCO3)CC1 (stereo not given),?,-11,-26%,5%,-7%,?
O=C(COC(=O)C1CCN(c2ccc(C(F)(F)F)cn2)CC1)NC1CCCCC1,-12%,-15,0%,.,-11%,1%
COC(=O)c1cc(C#N)c(=O)[nH]c1C,3%,-16,11%,9%,0%,8%
O=C1OC(Nc2ccccn2)c2ccccc21 (stereo not given),?,22,30%,-3%,14%,8%
COc1ccc(CCN=C2SCC(=O)N2Cc2ccccc2)cc1OC,1%,-28,?,-1%,-9%,5%
Cc1cc(C)c2c(=O)cc(CSc3nnc(-c4ccccc4)n3C)[nH]c2c1,7%,-17,.,.,.,-4%
Cc1cnc(C(=O)NNC(=O)c2ccc(Br)cc2)cn1,?,?,?,.,95%[activator],1%
COc1ccc(N(CC(=O)Nc2cc(C)ccc2C)S(=O)(=O)c2c(C)noc2C)cc1,0%,-20,?,.,-1%,3%
O=C(NCc1ccco1)c1cccnc1Cl,7%,-32,39%[activator],0%,12%,-19%
C[C@@]12CCC=C[C@H]1[C@H](c1ccc(C(F)(F)F)cc1)N(Cc1ccccc1)C2=O,-7%,-26,-11%,6%,10%,-28%
Cc1cc(C)cc(NC(=O)c2ccc(CNc3c(N4CCOCC4)c(=O)c3=O)cc2)c1,?,-16,-6%,1%,-1%,2%
Cc1cc(/C=N/Nc2ccc([N+](=O)[O-])cn2)c(C)n1-c1cccc(C(=O)O)c1,0%,0,-17%,?,63%[activator],?
Cc1c(NC(=O)Nc2ccccc2C(F)(F)F)sc2nc3n(c(=O)c12)CCC(C)CC3 (stereo not given),13%,1,.,.,.,6%
Cc1ccc(NC(=O)C2CCN(S(=O)(=O)c3ccc4[nH]c(=O)ccc4c3)CC2)cc1C,8%,70,.,.,.,-1%
CC(C)(C)c1ccc(NC(=O)C(=O)C2C(=O)Nc3ccccc32)cc1 (stereo not given),0%,28,1%,13%,82%[activator],-9%
CCC1(CC)NC(=O)N(CC(=O)OC(C)C(=O)Nc2ccccc2OC)C1=O (stereo not given),-14%,-21,8%,.,2%,1%
NS(=O)(=O)c1ccc(CCNC(=O)c2cc(-c3ccccn3)nc3ccc(Br)cc23)cc1,2%,?,?,-8%,3%,0%
CC(C)(Cc1ccc(O)cc1)NC(=O)CC(=O)N/N=C/c1ccc(Cl)cc1,?,-3,-25%,2%,21%,-22%
Cc1ccc(C)c(N(Cc2cc3ccc(C)cc3[nH]c2=O)C(=O)c2ccco2)c1,-4%,0,?,13%,-2%,?

# Compound profiles (already shown).
# `COc1ccc(CCN=C2SCC(=O)N2Cc2ccccc2)cc1OC` is listed as AmpC inh detg: 1%; HCMV antiviral: -28; HCV inhibitor: ?; FBPA Giardia inh: -1%; AMA1-RON2 inh: -9%; Sm TGR inh: 5%
# `O=C(COC(=O)C1CCN(c2ccc(C(F)(F)F)cn2)CC1)NC1CCCCC1` is listed as AmpC inh detg: -12%; HCMV antiviral: -15; HCV inhibitor: 0%; FBPA Giardia inh: .; AMA1-RON2 inh: -11%; Sm TGR inh: 1%

# Next section:
SMILES,AmpC inh detg,HCMV antiviral,HCV inhibitor,FBPA Giardia inh,AMA1-RON2 inh,Sm TGR inh
CCn1cc(C(=O)NCCCN(CC(C)C)CC(C)C)c(=O)c2cc(S(=O)(=O)N3CCc4ccccc4C3)ccc21,0%,-2,.,.,.,8%
CC(=O)c1cnc2nc(SCc3ccccc3C)nn2c1C,?,15,-8%,10%,30%,-23%
Cc1cc(CNC(=O)c2ccc3oc(C(C)C)nc3c2)nn1C,-9%,-17,-6%,5%,-2%,4%
Cc1ccc(C)c(NC(=S)Nc2ncccc2C)c1,4%,-31,?,?,28%,-23%
CCn1c(Cc2ccccc2)n[nH]c1=S,?,-13,18%,-6%,-3%,3%
Cn1c(SCC(=O)O)nnc1-c1ccc(NC(=O)c2ccc(Cl)c(Cl)c2)cc1,3%,?,8%,-7%,17%,2%
C=CCOC(=O)c1cn(CC)c2nc(C)ccc2c1=O,0%,-7,-6%,-11%,-9%,-1%
OCC1(CCOc2ccccc2)CCN(Cc2ccccc2OC(F)F)CC1,1%,-4,16%,3%,13%,9%
O=C(Nc1nc(-c2ccccc2)cs1)c1ccc(=O)[nH]c1,-19%,113,?,-7%,4%,-1%
Cc1nccn1S(=O)(=O)c1ccc(Br)cc1Br,0%,4,?,-11%,-13%,-29%
COC(=O)C1=C(C)N(CCCC(=O)O)C(=O)NC1c1ccc(C#N)cc1 (stereo not given),.,-4,39%[activator],.,0%,.
CC(C)Cc1nc(N2CCNCC2)c(C#N)c2c1CCC2,-6%,-5,3.2µM*,11%,-4%,4%
O=C(Nc1ccncc1)c1ccc(Cl)cc1,0%,-17,3%,-10%,-4%,0%
CCOC(=O)/C=C/C(=O)OCC(=O)Nc1c(Cl)cccc1Cl,-10%,-27,5%,4%,-26%,20µM*
O=c1[nH]cc(F)c(=O)[nH]1,-7%,?,-24%[8.37 µM],-5%&0%&4%&8%,12%,0%
CCC1(c2ccc(Cl)cc2)NC(=O)N(Cc2ccc(C(=O)OC)cc2)C1=O (stereo not given),2%,?,10µM*,1%,-13%,-1%
COC(=O)N1C(=O)[C@@](c2ccccc2)(C2CCCCC2)N1C(=O)OC,-9%,128,9%,-13%,0%,13µM*
O=C(NNC(=S)Nc1ccc(Cl)cc1Cl)c1ccc(N2CCOCC2)c([N+](=O)[O-])c1,?,-19,30%,?,-2%,-2%
